TDP1 block – blocks human tyrosyl-DNA phosphodiesterase 1; Q9NUW8; recombinant TDP1, AlphaScreen DNA substrate cleavage; Potency, µM (titrated, usually from 130 µM), for inactives: at the top dose activity change, negative = inhibition, actives largely listed as inhibitors; hit rate 0.28% among 350,000; AID 485290; also: nearly all actives have a fitted effect of over 40% in size
Target sequence (Q9NUW8 whole entry, looked up): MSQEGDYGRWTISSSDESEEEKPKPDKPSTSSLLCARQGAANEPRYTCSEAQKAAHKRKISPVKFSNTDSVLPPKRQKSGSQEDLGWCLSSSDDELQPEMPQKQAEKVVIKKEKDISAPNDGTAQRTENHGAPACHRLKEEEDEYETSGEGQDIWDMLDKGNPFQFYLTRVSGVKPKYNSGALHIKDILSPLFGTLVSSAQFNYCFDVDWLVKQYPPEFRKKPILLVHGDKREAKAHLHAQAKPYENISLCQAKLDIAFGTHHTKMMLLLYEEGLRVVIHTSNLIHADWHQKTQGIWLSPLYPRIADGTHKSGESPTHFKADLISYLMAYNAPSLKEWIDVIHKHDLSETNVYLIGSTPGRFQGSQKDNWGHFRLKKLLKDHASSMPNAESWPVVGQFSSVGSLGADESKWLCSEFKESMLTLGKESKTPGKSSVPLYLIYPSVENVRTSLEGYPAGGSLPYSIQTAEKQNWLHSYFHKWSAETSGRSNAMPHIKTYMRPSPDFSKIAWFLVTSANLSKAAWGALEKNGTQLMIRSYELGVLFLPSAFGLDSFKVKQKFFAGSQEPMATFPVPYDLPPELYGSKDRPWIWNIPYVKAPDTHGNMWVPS
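Enzyme-compound mixtures sat 15 min at room temperature, followed by a 5 min reaction with 15 nM final substrate and 10 min with AlphaScreen beads. Recombinant human Tdp1 was used at 1 nM final.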
N370S GC – inhibitors or activators of N370S glucocerebrosidase for Gaucher disease | P04062 | N370S GC spleen homogenate, 4MU-glucoside fluorescence | Potency, µM (doses to about 59.4 µM), for inactives: at the top dose activity change, negative = inhibition, most hits filed as inhibitors | hit rate 0.092% among 330,000 | AID 2101;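 also: 0% = full enzyme activity and -100% = no enzyme basal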
FEN1 inh – inhibitors of human flap endonuclease 1 | AID 588795 | Potency, µM (top dose mostly 114 µM), for inactives: top-dose activity change, negative = inhibition, actives largely listed as inhibitors | P39748 | hit rate 0.35% among 390,000 | Recombinant FEN1 flap cleavage, fluorescence, 15 min; also: nearly all actives have a fitted effect of over 65% in size
Target sequence (P39748 whole entry, looked up): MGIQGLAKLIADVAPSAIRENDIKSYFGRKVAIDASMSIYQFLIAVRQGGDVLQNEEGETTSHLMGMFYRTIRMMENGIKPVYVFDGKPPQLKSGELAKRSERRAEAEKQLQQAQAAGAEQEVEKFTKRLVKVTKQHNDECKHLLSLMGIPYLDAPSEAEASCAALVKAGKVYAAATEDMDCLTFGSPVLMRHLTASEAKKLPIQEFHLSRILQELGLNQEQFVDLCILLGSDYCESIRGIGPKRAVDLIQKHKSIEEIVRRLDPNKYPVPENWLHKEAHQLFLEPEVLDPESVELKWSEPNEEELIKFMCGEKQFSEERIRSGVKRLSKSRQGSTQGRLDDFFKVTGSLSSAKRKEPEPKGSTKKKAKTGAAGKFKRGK
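Potency values derive from four-parameter Hill fits of normalized qHTS data. The reaction used 10 nM FEN1 preincubated 15 min at room temperature with compound, then 50 nM DNA substrate, read at 0 and 15 min.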
The depositor's hits bear a star; ? = inconclusive; . = not tested or not shown; & = joins results of further samples; [ ] = another dose, or the depositor's remark. Calls follow the shape of the dose curve; as a rule, active = well fitted curve in the direction sought with a large enough effect; inconclusive = small, poorly fitted or top-dose-only effect, or another doubt; inactive = no such curve, though single readings can be large; an effect the other way counts as inactive or inconclusive. Unless noted, % is scaled to controls: 0 for no effect and ±100 for the full control effect; potency is read from the fitted curve at half-maximal effect. Compounds were not picked by outcome; 0.57% or so of the library scored in one or more.

SMILES | TDP1 block | N370S GC | FEN1 inh
CC1=C(C(=O)OC2CCCCC2)C(c2ccccc2Br)NC(=O)N1 (stereo not given) | . | -2% | 6%
COC(=O)[C@]1(Cc2ccccc2)N[C@H](CN(C)C(=O)COc2ccccc2)[C@@H]2C(=O)N(Cc3ccccc3)C(=O)[C@@H]21 | 1% | . | -2%
Cc1ccc(Nc2nc(CSc3nnc(-c4cccnc4)n3-c3ccccc3C)cs2)cc1 | 4% | 16% | -5%
NC(=O)C1Cc2ccccc2CN1S(=O)(=O)c1cccs1 (stereo not given) | 0% | -1% | -7%
CC(C)(C)C(=O)c1cn(CC(=O)O)c2ccccc12 | 8% | 22% | 14%
CCN(CC)S(=O)(=O)c1cccc(C(=O)OC2CC(C)OC2=O)c1 (stereo not given) | 14% | -12% | -1%
Cc1ccnc(SCC(=O)c2ccc(Br)cc2)c1C#N | -1% | ? | -12%
CS(=O)(=O)Nc1ccc(C(=O)NCc2ccccn2)cc1 | 1% | 6% | 0%
CCC(=O)NNC(=O)Cc1c(C)n(C(=O)c2ccc(Cl)cc2)c2ccc(OC)cc12 | 8% | -4% | 5%
COc1ccc(/C=N/NC(=O)CSc2n[nH]c(=O)[nH]c2=O)cc1 | 1% | 4% | 3%

Next section, starting with the last 2 of the part before.
SMILES | TDP1 block | N370S GC | FEN1 inh
CCC(=O)NNC(=O)Cc1c(C)n(C(=O)c2ccc(Cl)cc2)c2ccc(OC)cc12 | 8% | -4% | 5%
COc1ccc(/C=N/NC(=O)CSc2n[nH]c(=O)[nH]c2=O)cc1 | 1% | 4% | 3%
COc1ccc(Cl)cc1NC(=O)N1CCN(CCc2ccccc2)CC1 | -6% | 0% | -18%
CC(=O)O/N=C(\N)c1cnn2c(C(F)(F)F)cc(C(F)(F)F)nc12 | 9% | 1% | 3%
CCOc1ccccc1NC(=O)C1CCN(S(=O)(=O)c2c(C)nn(C)c2C)CC1 | -3% | 1% | 23%
COc1ccc(NC(=S)NCCc2c[nH]c3ccccc23)cc1 | 8% | 4% | -12%
Cc1cc(C(=O)Nc2cccc3ncccc23)no1 | 8% | -11% | 1%
Cc1cccc(/C=C2\Sc3ccc(C(=O)N4CCC(C)CC4)cc3N(C)C2=O)c1 | 6% | -2% | 2%
CC(C)CN1C(=O)/C(=C/c2c(N3CCc4ccccc4C3)nc3ccccn3c2=O)SC1=S | 7% | 2% | .
Cc1ccc(C)c(S(=O)(=O)N2CCN(CC(=O)Nc3ccc4c(c3)OCCO4)CC2)c1 | 4% | -9% | -12%
Cc1cc(-c2ccc(C)c(S(=O)(=O)N3c4ccccc4CC3C)c2)on1 (stereo not given) | 3% | . | 5%
CCOC(=O)[C@H]1[C@H]2COc3ccccc3[C@@H]2N2C(=O)CNC(=O)[C@@]12C | 1% | . | 16%
Cc1ccc(CCNC(=O)C2CCCN(C(=O)c3cc4sccc4n3C)C2)cc1 (stereo not given) | 5% | 11% | -11%
CSc1nnc(Cc2sc(-c3ccccc3)nc2-c2ccccc2)o1 | -5% | 6%[12.8 µM] | 1%
O=C(Nc1nc2c(ccc3ccccc32)s1)c1cc([N+](=O)[O-])ccc1N1CCOCC1 | 8% | 4% | .
O=[N+]([O-])c1nn(-c2ccc3c(c2)OCCO3)n(O)c1=Nc1ccccc1 | -2% | 23% | 9%
CC(Oc1cccc(Cl)c1)C(=O)Nc1ccccc1N1CCCC1 (stereo not given) | 1% | 0% | -6%
O=C(CCc1nnc(Cc2cccc(C(F)(F)F)c2)o1)NCC(F)(F)F | 0% | -7% | 1%
COc1ccc(NC(=O)Cn2nnc(-c3ccccc3F)n2)cc1Cl | 1% | -4% | -5%
CCOc1cc(N2CCOCC2)c(OCC)cc1NC(=O)CN1C(=O)NC2(CCCCC2C)C1=O (stereo not given) | -8% | -1% | -6%
O=C1[C@@H]2Cc3c([nH]c4ccccc34)C(c3cccc(Br)c3)N2C(=O)CN1C1CCN(Cc2ccccc2)CC1 (stereo not given in full) | . | -24% | -14%
O=C(C[n+]1ccccc1)Nc1cc(C(F)(F)F)ccc1Cl | 5% | 10% | -7%

One compound at a time (already shown). Screens in order: TDP1 block	N370S GC	FEN1 inh
Listed for COc1ccc(NC(=O)Cn2nnc(-c3ccccc3F)n2)cc1Cl = 1%	-4%	-5%
Listed for CSc1nnc(Cc2sc(-c3ccccc3)nc2-c2ccccc2)o1 = -5%	6%[12.8 µM]	1%
Listed for O=C(Nc1nc2c(ccc3ccccc32)s1)c1cc([N+](=O)[O-])ccc1N1CCOCC1 = 8%	4%	.
Listed for O=C(C[n+]1ccccc1)Nc1cc(C(F)(F)F)ccc1Cl = 5%	10%	-7%
Listed for CC(Oc1cccc(Cl)c1)C(=O)Nc1ccccc1N1CCCC1 (stereo not given) = 1%	0%	-6%

(continued)
SMILES | TDP1 block | N370S GC | FEN1 inh
COc1cc(/C=C2\SC(=S)N(CCC(=O)Nc3ccccc3)C2=O)cc(OC)c1OC | 2% | 14% | 7%
Cc1ccc2c(C)c(C(=O)N(C)C(C)c3ccon3)oc2c1C (stereo not given) | 3%[56.1 µM] | -3% | -3%
C/C(=N\NC(=S)Nc1ccccc1C)c1cc2ccccc2o1 | . | 22% | -25%
O=C1C(=O)N(Cc2cccnc2)C(c2cccc([N+](=O)[O-])c2)/C1=C(/O)c1ccc2c(c1)OCO2 (stereo not given) | 9% | -1% | 10%
CCOC(=O)c1c(C)c(C(=O)Nc2ccccc2)c(C)n1CC | 5% | 8% | -2%
Cn1cc(Br)c(C(=O)NNC(=O)c2cccc(Br)c2)n1 | 3% | -19% | 2%
Cc1cc(N=Cc2cc(Cl)ccc2O)no1 | 2% | 5% | -2%
Cc1ccnc(N/C=C(/NC(=O)c2ccccc2)C(=O)N/N=C\c2ccc(Cl)cc2)n1 | 7% | -11% | -12%
N/C(=N\OC(=O)c1ccc(Cl)cc1Cl)c1ccncc1 | . | 3% | 12%
Cn1c(=O)oc2cc(S(=O)(=O)N3CCCC(C(=O)N4CCN(c5cccc(Cl)c5)CC4)C3)ccc21 (stereo not given) | 4% | . | -14%
CCOc1ccccc1OCCCC(=O)NNC(=O)c1nn(C)c(=O)c2ccccc12 | 2% | . | -1%
COc1ccccc1NC(=O)c1ccc2nc(N3C(=O)CCC3=O)sc2c1 | 0% | -29% | 8%
O=C(CO/N=C/c1ccccc1OC(F)F)NCc1cccs1 | -1% | ? | 7%
COc1cccc(CC2(CO)CCCN(Cc3ccc(-c4ccco4)cc3)C2)c1 (stereo not given) | . | -11% | 2%
Cn1cccc1C(=O)OCC(=O)NC1CCS(=O)(=O)C1 (stereo not given) | 5% | -6% | 1%
Cn1c(-c2ccccc2)c(C=O)c2ccccc21 | -2% | -1% | -7%
Cc1ccc(CCNC(=O)CN2C(=O)COc3ccc(S(=O)(=O)N4CCOCC4)cc32)cc1 | 2% | 0% | -14%
CC1=NN(C(=O)c2cccc(Cn3nc(C)c([N+](=O)[O-])c3C)c2)C(O)(C(F)(F)F)C1 (stereo not given) | 7% | 0% | -8%
COc1ccc2cc(/C(C)=N/NC(=O)C3CC3)ccc2c1 | 4% | -4% | -2%
COc1cc(O)c(C(CC(=O)N2CCOCC2)c2cc(OC)c(OC)c(OC)c2)c(OC)c1 (stereo not given) | 3%&2% | 5%&-1% | ?
CCOCCn1c(CN2CCN(CC)CC2)nc2c1c(=O)n(C)c(=O)n2C | 5% | -6% | 32%
N#CCCN(C(=O)COC(=O)CNS(=O)(=O)c1ccc2ccccc2c1)c1ccccc1 | 1% | . | 13%
O=C(CSc1nc(C(F)(F)F)cc(=O)[nH]1)Nc1ccc2c(c1)OCCO2 | 9% | 8% | 7%
COc1ccc(N(C)S(=O)(=O)c2c(C)[nH]c(=O)[nH]c2=O)cc1 | 0% | 0% | -1%
CCCC(C(=O)NC1CCCC1)N(Cc1ccc(F)cc1)C(=O)c1snc(C(N)=O)c1N (stereo not given) | . | -5% | 10%
Cc1cc(C(=O)OC(C)C(=O)Nc2cccc(Cl)c2)on1 (stereo not given) | 7% | 1% | 1%
COc1ccc(CCNC(=O)CCn2c(=O)c3ccccc3n(CC(=O)Nc3ccc(C)cc3C)c2=O)cc1OC | 2% | . | 2%
NC(=O)c1ccc(Oc2ncc(C(F)(F)F)cc2Cl)cc1 | 0% | 0% | -7%
COc1ccc(N(CC(=O)Nc2ccc3c(c2)OCCO3)S(=O)(=O)c2c(C)nn(C)c2C)cc1 | 0% | -7% | -15%
CCNc1nc(Oc2ccc(Cl)cc2Cl)cc(C(F)(F)F)n1 | 4% | 1% | -18%
Cc1c(C)c2ccc(OC(C)C(=O)NCCN3CCOCC3)c(C)c2oc1=O (stereo not given) | 2% | -24% | 1%
COc1ccc(-c2nc3n(c(=O)c2C#N)CCS3)cc1 | -1% | 18% | 0%
CCc1nnc2c(N(C)C)nc3ccccc3n12 | -3% | 3% | -6%
Cc1ccccc1CC(=O)NC1CCCc2ccccc21 (stereo not given) | 0% | -12% | -2%
Cc1sc(NC(=O)c2ccccc2)c(C(c2ccccn2)N2CCN(CCO)CC2)c1C (stereo not given) | -3% | 11% | -11%
COc1ccc(C(=O)Nc2ccc3ccccc3n2)c(OC)c1OC | 0% | -4% | 17%
COc1cc(C(=O)N2CCN(CCc3ccccn3)CC2)cc(OC)c1OC | 4% | . | 24%
CCn1c(=O)c2c3c(sc2n(C)c1=O)CCC3 | -4% | 7% | 4%
COc1ccccc1NCC(=O)N/N=C(\C)c1ccc(Br)s1 | 2% | 3% | 3%
COCCCNC(=O)CSc1nc2cc3c(cc2c(=O)n1CCCC(=O)NCc1ccc(OC)cc1)OCO3 | 2%&-2% | -1% | 3%&19%
COc1ccc(CC(=O)Nc2ccc(-c3ccc4nnc(C)n4n3)cc2)cc1OC | -1% | -16% | -5%
C/C(=N/N=C1\SCC(=O)N1c1ccccc1)c1ccc(C)cc1 | 7% | 6% | -12%
Cc1ccccc1NC(=O)c1ccccc1 | 8% | 2% | 11%
Cn1c(=N)n(CC(=O)c2cccs2)c2ccccc21 | 6% | -17% | 0%
Cc1cccc(NS(=O)(=O)c2cc([N+](=O)[O-])ccc2C)n1 | 0% | -13% | 20%
O=C(Nc1ccc2c(c1)COC2=O)c1ccc(Cl)c(Cl)c1 | 0% | 4% | 2%
COc1ccc(Cc2nc(-c3ccncc3)no2)cc1 | 3% | 11% | -1%
CC1SC(C)C(=O)N(CC(=O)NCc2ccc(F)cc2)C1=O (stereo not given) | 4% | 1% | -2%
Cc1ccc(S(=O)(=O)Nc2ccccc2C(=O)N2CCCCC2C)c(C)c1NS(C)(=O)=O (stereo not given) | 12% | -3% | 4%
COc1ccc(Cc2nnc(NC(=O)c3ccc(OC)c(OC)c3)s2)cc1OC | -3% | -4% | -11%

No new results follow: an excerpt of the list.
SMILES | TDP1 block | N370S GC | FEN1 inh
O=C(Nc1ccc2c(c1)COC2=O)c1ccc(Cl)c(Cl)c1 | 0% | 4% | 2%
COc1ccc(Cc2nc(-c3ccncc3)no2)cc1 | 3% | 11% | -1%
CC1SC(C)C(=O)N(CC(=O)NCc2ccc(F)cc2)C1=O (stereo not given) | 4% | 1% | -2%
Cc1ccc(S(=O)(=O)Nc2ccccc2C(=O)N2CCCCC2C)c(C)c1NS(C)(=O)=O (stereo not given) | 12% | -3% | 4%
COc1ccc(Cc2nnc(NC(=O)c3ccc(OC)c(OC)c3)s2)cc1OC | -3% | -4% | -11%

(next part)
SMILES | TDP1 block | N370S GC | FEN1 inh
COc1ccc(C2CC(c3ccc4ccccc4c3)=NN2C(=O)CNC2CCCCC2)cc1 (stereo not given) | -1% | -24% | 3%
COc1ccc(NC(=O)Cc2nnc(SCC(=O)c3ccccc3)n2C)cc1 | . | -16% | 1%
Cc1ccc(C)c(OCC(=O)Nc2ccc(S(=O)(=O)Nc3onc(C)c3C)cc2)c1 | -2% | 1% | 4%
Cc1cccc(Cn2ccn(Cc3ccc(Cl)cc3)c(=O)c2=O)c1 | 4% | . | 22%
Cn1c(N2CCC(C(N)=O)CC2)nc2c1c(=O)n(Cc1cccc(Br)c1)c(=O)n2C | 6% | 13% | -3%
Cc1ccc(CNC(=O)CCS(=O)(=O)c2ccc(Br)cc2)cc1 | 11µM* | -10% | -4%
COc1cc(CC(=O)OCC(=O)c2ccc[nH]2)cc(OC)c1OC | -5% | . | 16%
Cc1cccc(CCNC(=O)COc2cc(=O)n(C)c3ccccc23)c1 | 1% | 19% | -9%
CCn1c(COc2ccc(=O)n(-c3ccccc3)n2)nnc1SCc1ccccc1 | -3% | -1% | 0%
N#CC1=C(S)N(c2ccc(F)cc2)C2(CCCCC2)NC1=O | 0% | 9% | -5%
NS(=O)(=O)c1ccc(CCNC(=O)CCS(=O)(=O)c2ccc(Br)cc2)cc1 | . | -3% | 11%
N#Cc1nc(-c2ccco2)oc1NCc1cccnc1 | 5% | -7% | 1%
CN1CCN(c2ccc(-c3cccc(NC(=O)COc4ccccc4)c3)nn2)CC1 | . | 0% | -2%
CCC(=O)Nc1cccc(-n2nnnc2SCC(=O)c2ccc(C)c(C)c2)c1 | 3% | -1% | -19%

High-throughput results: PubChem, National Center for Advancing Translational Sciences (NCATS)
